# From PubChem
# AmpC inh detg = blocks E. coli AmpC beta-lactamase in detergent assay | AmpC hydrolysis of nitrocefin, absorbance 480 nm, 0.01% Triton | Potency, µM (series often up to 114 µM), without a hit: at the top dose activity change, negative = inhibition, hits mostly inhibitors | 0.041% of 370,000 active | AID 485294;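 also: potency is read from the fitted curve at half-maximal effect; 0% = no-compound wells and -100% = no-enzyme wells; nearly all actives have a fitted effect of over 25% in size; some results filed as inactive show a strong effect at the top dose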
# Target sequence (P00811 whole entry, looked up): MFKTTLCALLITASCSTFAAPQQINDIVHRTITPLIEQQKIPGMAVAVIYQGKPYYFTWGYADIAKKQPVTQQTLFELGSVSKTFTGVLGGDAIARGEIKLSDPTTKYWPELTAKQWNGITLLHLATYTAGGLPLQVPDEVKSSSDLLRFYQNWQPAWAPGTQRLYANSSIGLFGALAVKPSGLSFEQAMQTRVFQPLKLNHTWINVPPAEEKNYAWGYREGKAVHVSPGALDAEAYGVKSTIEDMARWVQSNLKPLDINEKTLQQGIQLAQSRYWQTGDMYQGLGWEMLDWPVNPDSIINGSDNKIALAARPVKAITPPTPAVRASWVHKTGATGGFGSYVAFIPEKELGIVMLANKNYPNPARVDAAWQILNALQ
#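 20 mM phosphate pH 7.0 + 0.01% (detergent screen) or 0.0001% Triton X-100; 5.3 nM AmpC reagent; cpd preinc 15 min RT; nitrocefin (800 uM stock) to start; A480 q20 s × 4 min; Activity was normalised to no-enzyme and no-compound control wells.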
# AMA1 RON2 block = AMA1-RON2 (P. falciparum) interaction inhibition | AlphaScreen AMA1-biotinylated RON2 peptide binding | Potency, µM (titrated, usually from 58.2 µM), without a hit: top-dose activity change, negative = inhibition, most hits filed as inhibitors | 0.2% of 360,000 active | AID 720542;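 also: potency is read from the fitted curve at half-maximal effect; 0% = vehicle wells and -100% = peptide control; nearly all actives have a fitted effect of over 45% in size; some results filed as inactive show a strong effect at the top dose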
#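 AMA1 (3D7) with his tag at 25 nM final met compounds first, then biotinylated RON2 peptide at 25 nM; detection used donor plus acceptor beads, 10 µg/mL apiece, read by AlphaScreen after 30 min at room temperature.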
# HCV inh = inhibitors of hepatitis C virus infection. Huh7.5.1 HCVcc-Cre infection, luciferase reporter, 44 h. Potency, µM (series often up to 41.8 µM), for the others: at the top dose activity change, negative = inhibition, actives largely listed as inhibitors. 3.4% of 340,000 active. AID 651820; also: potency is read from the fitted curve at half-maximal effect
#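 Compounds are dispensed onto cells plated 4 h earlier at 1,000 per well, with HCVcc-Cre virus (about 0.5 moi) added next. Following 44 h of culture, luminescent signal is measured for 15 sec after 15 min with substrate at room temperature.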
# FBPA Giardia inh = Giardia lamblia aldolase inhibition | purified Giardia FBPA | Potency, µM (top dose mostly 59.6 µM), for the others: at the top dose activity, negative = inhibition, hits mostly inhibitors | 0.71% of 290,000 active | AID 2451; also: potency is read from the fitted curve at half-maximal effect; nearly all actives have a fitted effect of over 55% in size
# Target sequence (A8B2U2 whole entry, looked up): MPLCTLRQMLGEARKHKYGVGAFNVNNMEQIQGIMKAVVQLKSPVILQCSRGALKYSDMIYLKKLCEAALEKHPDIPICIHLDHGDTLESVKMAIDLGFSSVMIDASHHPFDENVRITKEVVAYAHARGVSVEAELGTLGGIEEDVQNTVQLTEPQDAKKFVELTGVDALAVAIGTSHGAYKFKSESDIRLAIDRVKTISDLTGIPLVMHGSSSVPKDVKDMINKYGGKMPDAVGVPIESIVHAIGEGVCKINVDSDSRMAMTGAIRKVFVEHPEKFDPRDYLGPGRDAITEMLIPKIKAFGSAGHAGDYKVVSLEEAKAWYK
#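 Giardia FBPA (40 nM reagent) was preincubated 10 min at RT with compound (up to 57.5 uM final), then substrate plus GAPDH/TPI/NAD/arsenate coupling system with diaphorase/resazurin was added; resorufin fluorescence (525/598 nm) was read after 20 min.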
# HCMV inh = blocks human cytomegalovirus replication; HFF cells, HCMV-luciferase reporter, 72 h; stronger effect = lower value; activity change, negative = inhibition, % at 57.5 µM; 4.5% of 410,000 active; in the data active = activity change below about -60%; inconclusive = no clear call, values can overlap the other calls; inactive = above about -39%
#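 Two compound doses tested in HFFs infected with HCMV-luciferase, MOI 1 PFU/cell, 72 h at 37C. Lysate luminescence read with OneGlo; data normalized against buffer-only and 10uM Salinomycin inhibitor controls.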
# Sm TGR block = inhibitors of Schistosoma mansoni thioredoxin glutathione reductase; Q962Y6; purified TGR, DTNB reduction, TNB absorbance 405 nm; Potency, µM (titrated, usually from 114 µM), inactives show at the highest dose activity change, negative = inhibition, actives largely listed as inhibitors; 3% of 360,000 active; also: potency is read from the fitted curve at half-maximal effect; nearly all actives have a fitted effect of over 60% in size
#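 Kinetic colorimetric format: TGR-catalysed, NADPH-driven DTNB reduction monitored via TNB absorbance. Enzyme dispensed at 20 nM; compound exposure 15 min at room temperature before reaction start.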
# An asterisk follows results filed as active; ? = inconclusive; nt = not tested or not shown; & = joins results of further samples; [ ] = another dose, or the depositor's remark. Unless noted, calls follow the shape of the dose curve; as a rule, active = well fitted curve in the direction sought with a large enough effect; inconclusive = small, poorly fitted or top-dose-only effect, or another doubt; inactive = no such curve, though single readings can be large; an effect the other way counts as inactive or inconclusive. Unless noted, % is scaled to controls: 0 for no effect and ±100 for the full control effect.
# Results follow in this order: AmpC inh detg	AMA1 RON2 block	HCV inh	FBPA Giardia inh	HCMV inh	Sm TGR block
(1) CCN(CC)C(=O)C1=C(C)Nc2nc3ccccc3n2C1c1cccc(OC)c1 (stereo not given)
    -3.1%&1.4%	1.7%	-3.6%	2.7%	8.4&-38.7	-0.6%&0.3%
(2) COc1cc(NC(=O)c2cc3cc4ccc(OC)c(Cl)c4nc3s2)cc(OC)c1
    21.6%	nt	nt	nt	-6.0	3.5%
(3) COC(=O)c1ccccc1NC(=O)c1ccc(=O)n(Cc2cccc(C)c2)c1
    2.5%	nt	nt	nt	-2.4	4.6%
(4) O=C(Nc1ccnn1C1CCN(Cc2ccccc2)CC1)C1CCOC1 (stereo not given)
    2.1%	-6.5%	15.5%	nt	17.1	-0.4%
(5) Cc1nc2cc(S(=O)(=O)C(F)(F)F)ccc2s1
    -7.0%	1.4%	7.5%	2.3%	-15.6	-3.4%[11.4 µM]
(6) COc1cc(CNc2ncc(-c3ccc(Br)cc3)n2C)cc(OC)c1O
    -16.4%	-19.4%	-14.2%	?	-19.2	15.8µM*
(7) Cc1cc(C)cc(NC(=O)CSc2nnc(-c3cc4occc4n3C)n2-c2ccccc2C)c1
    18.5%	nt	nt	nt	10.6	4.2%
(8) CCS(=O)(=O)N1CCN(C(=O)c2cc(OC)cc(OC)c2)CC1
    -1.6%	0.4%	12.2%	-0.1%	-24.6	-2.1%
(9) COc1cc(/C=C2\SC(=S)N(N3CCOCC3)C2=O)ccc1O
    -3.8%	1.1%	-8.4%	-6.0%	-24.8	-33.7%
(10) CC1(C2CC2)NC(=O)N(CC(=O)Nc2ccccc2C#N)C1=O (stereo not given)
    ?	-6.1%	-5.0%	nt	-26.2	9.7%
(11) CON(c1nc(N(C)C)nc(N(C)C)n1)S(=O)(=O)c1ccccc1Cl
    -14.7%	0.0%	-1.4%	-2.9%	-23.4	-12.8%
(12) CCO[C@@H]1OC(C(=O)NC2CC2)=C[C@H](c2c[nH]c3ccccc23)[C@H]1CCCO
    0.1%	-2.5%	5.8%	1.0%	-36.8	14.6%
(13) C=CCc1cccc(/C=N/NC(=O)CCC(=O)Nc2ccc(C)cc2)c1O
    ?	33.6%[activator][11.6 µM]	?	1.8%	3.2	8.5%
(14) Cc1ccsc1/C=N\NC(=O)c1n[nH]c2c1CCC2
    -6.9%	-6.4%[11.6 µM]	?	2.4%	41.7	-8.7%
(15) C=CCN1C2=NCCCN2c2ccccc21
    7.5%	7.3%	3.5%	-0.5%	-26.7	0.0%
(16) O=C(CN1CCN(C(=O)C2CCCO2)CC1)Nc1ccc(Cl)cc1 (stereo not given)
    ?	6.8%	nt	17.0%	-29.4	3.1%
(17) Cc1cccc(S(=O)(=O)N(CC(=O)Nc2ccccc2C)Cc2ccco2)c1
    4.3%	-3.1%	-19.4%	3.0%	-18.1	3.6%
(18) O=C(O)CNC(=O)/C(=C/c1ccco1)NC(=O)/C=C/c1ccccc1
    -1.8%	1.3%	14.1%	?	80.3	-21.3%
(19) Cc1nc(CN2CCN(C(=O)CCc3nnc(Cc4c[nH]c5ccccc45)o3)CC2)cs1
    2.9%	-13.0%	-1.8%	-1.1%	6.6	39.8µM*
(20) CC[C@]12c3[nH]c4ccc(Cl)cc4c3CCN1C(=O)[C@@H](CC(=O)NCCCN(C)C)C[C@@H]2C(=O)N1CCN(C(=O)c2ccco2)CC1
    nt	2.9%	?	nt	-3.0	nt

# 4 records picked at random from those above, as already listed:
# Results follow in this order: AmpC inh detg	AMA1 RON2 block	HCV inh	FBPA Giardia inh	HCMV inh	Sm TGR block
(16) O=C(CN1CCN(C(=O)C2CCCO2)CC1)Nc1ccc(Cl)cc1 (stereo not given)
    ?	6.8%	nt	17.0%	-29.4	3.1%
(17) Cc1cccc(S(=O)(=O)N(CC(=O)Nc2ccccc2C)Cc2ccco2)c1
    4.3%	-3.1%	-19.4%	3.0%	-18.1	3.6%
(15) C=CCN1C2=NCCCN2c2ccccc21
    7.5%	7.3%	3.5%	-0.5%	-26.7	0.0%
(12) CCO[C@@H]1OC(C(=O)NC2CC2)=C[C@H](c2c[nH]c3ccccc23)[C@H]1CCCO
    0.1%	-2.5%	5.8%	1.0%	-36.8	14.6%

# Of the compounds above, two have two or more sulfur atoms.
# Results follow in this order: AmpC inh detg	AMA1 RON2 block	HCV inh	FBPA Giardia inh	HCMV inh	Sm TGR block
(5) Cc1nc2cc(S(=O)(=O)C(F)(F)F)ccc2s1
    -7.0%	1.4%	7.5%	2.3%	-15.6	-3.4%[11.4 µM]
(9) COc1cc(/C=C2\SC(=S)N(N3CCOCC3)C2=O)ccc1O
    -3.8%	1.1%	-8.4%	-6.0%	-24.8	-33.7%

# Additional results.
# Results follow in this order: AmpC inh detg	AMA1 RON2 block	HCV inh	FBPA Giardia inh	HCMV inh	Sm TGR block
(21) CCCCCCOc1ccc(-c2nc3ccc(Br)cc3c(=O)o2)cc1
    12.7%	nt	nt	nt	-0.7	-4.2%
(22) CCN(CC)CCNC(=O)c1cc2c(=O)[nH]c3ccc(C)cc3c2s1
    0.5%	nt	nt	nt	2.9	-10.6%
(23) O=c1cc(N2CCc3ccccc32)[nH]c(=O)n1Cc1ccc(F)cc1
    -13.7%	-2.0%	9.3%	-12.6%	76.1	-3.3%
(24) Cn1cc(-c2ccccc2C(N)=O)c(=O)c2cc(Cl)ccc21
    ?	-14.8%	29.3%	-7.9%	-7.5	0.6%
(25) S=C(NC1CCCC1)N1CCN(c2ncccn2)CC1
    2.8%	8.4%	3.3%	6.0%	-14.5	nt
(26) CC(=O)NC12CC3CC(C)(C1)CC(NC(C)=O)(C3)C2
    2.6%	-7.4%	nt	-3.8%	-68.6*	6.8%
(27) CC1CCN(c2oc(-c3ccc(F)cc3)nc2C#N)CC1
    0.2%	?	?	-9.6%	-23.0	-3.7%
(28) CCCCOc1ccc(Nc2nc(C)cc(C)c2C#N)cc1
    -6.6%	17.8%	-4.4%	-4.2%	67.8	3.1%
(29) Cc1ccc(OCC(=O)Nc2ccc(S(=O)(=O)N3CCN(C)CC3)cc2)cc1
    ?	2.2%	9.5%	-13.5%	-11.8	?
(30) CSc1nc(N)nc2c1ncn2Cc1ccccc1
    nt	-1.6%	6.9%	nt	37.8	nt

# Other results.
No.	SMILES	AmpC inh detg	AMA1 RON2 block	HCV inh	FBPA Giardia inh	HCMV inh	Sm TGR block
31	c1ccc2oc(N3CCNCC3)nc2c1	-15.3%	-11.7%	14.1%	-5.4%	-2.4	-0.6%[11.4 µM]
32	CCOC(=O)Cc1nn[nH]n1	?	-10.9%	4.0%	-27.2%	-9.8	7.1%
33	O=C1OCC2=C1C(c1cccc(Cl)c1)CC(=O)N2c1ccc(C(F)(F)F)cc1 (stereo not given)	-2.4%	nt	nt	nt	7.8	-1.1%
34	CC(=O)C1C(c2ccc(F)cc2)C2C(C)=NN=C2CC1(C)O (stereo not given)	-0.6%	22.7%	17.6%	6.2%	37.1	9.2%
35	COc1ccc(N2C(=O)S[C@@H]3CS(=O)(=O)C[C@@H]32)cc1	-11.8%	-1.7%	20.7%	4.8%	-36.7	-0.2%
36	O=C(CC1C(=O)NCCN1Cc1cccc(Oc2ccccc2)c1)NCc1cccnc1 (stereo not given)	-2.2%	7.8%	-10.1%	-16.3%	65.8	?
37	CC1CCN(C(=O)C2c3ccccc3C(=O)N3CCc4ccccc4C23)CC1 (stereo not given)	-9.7%	-10.9%	1.2%	1.0%	?	0.0%
38	Cc1ccc(COc2cccc3cc(-c4noc(-c5ccc(C)cc5)n4)c(=O)oc23)cc1	22.4%	nt	nt	nt	-17.7	-1.4%
39	O=C(Cc1ccccc1)NCC(=O)Nc1cc(Cl)ccc1Cl	-1.9%	10.6%	13.1%	8.4%	-30.4	-1.0%
40	CCOC(=O)c1c(C)n(C)c2cc(Br)c(C(=O)OC)cc12	-10.0%	-1.8%	10µM*	-9.5%	11.2	-16.7%
41	CCn1cc(CN2CCCC(C(=O)Nc3ccc(-c4cscn4)cc3)C2)cn1 (stereo not given)	-6.9%	3.4%	-11.6%	nt	-8.7	-8.7%
42	CSc1ccc(CN(C)CC(=O)Nc2c(F)cccc2F)cc1	?	6.7%	?	19.9µM*	-9.8	12.2%
43	CC(C)(C)NC(=O)NC(=O)CN1CCC(Cc2ccccc2)CC1	4.7%	-3.3%	-14.5%	-5.5%	8.0	4.7%
44	O=C(c1ccccn1)N1CCCC(N2CCN(c3ccc(F)cc3)CC2)C1 (stereo not given)	0.3%	-4.9%	0.6%	8.5%	-3.0	-8.8%
45	Cc1cccc(N2CCN(C(=O)c3oc(=O)c4ccccc4c3-c3ccccc3)CC2C)c1 (stereo not given)	2.9%	nt	nt	nt	-25.9	10.7%
46	Cc1ccc(NC(=S)N2CCOCC2)c(C)c1	2.1%	-1.0%	-5.7%	1.9%	36.6	6.2%
47	COc1ccccc1CNS(=O)(=O)c1cc(CN2C(=O)c3cccnc3C2=O)ccc1OC	-3.1%	16.8%	6.9%	14.3%	22.6	-12.2%
48	COc1ccc(C(=O)NC(NC(=O)c2ccc(OC)cc2)c2ccccc2F)cc1	-3.3%	-3.5%	-21.9%	2.4%	-36.8	nt
49	CN1CCN(CCc2nc3cc(NC(=O)c4ccco4)ccc3n2C)CC1	-10.8%	39.6%[activator]	8.4%	0.5%	17.0	2.7%
50	Cc1cc(SC(C)C(=O)O)nc2ccccc12 (stereo not given)	-6.8%	1.2%	1.9%	13.4%	-24.0	1.4%
51	O=C(CCN1C(=O)C2CCCCC2C1=O)Nc1ccc(Br)cc1F (stereo not given)	3.9%	2.7%	?	nt	-5.6	0.4%
52	O=C1CCCCN1CCc1c[nH]c2ccccc12	-9.8%	-15.7%	6.1%	-12.7%	22.0	0.1%
53	O=C(c1ccccc1Nc1ccc(SC(F)F)cc1)N1CCCCCC1	-15.8%	0.2%	?	0.9%	-101.2*	-10.8%
54	COc1ccc(C2c3c(ccc4ccccc34)Oc3ncn4nc(-c5ccco5)nc4c32)cc1 (stereo not given)	1.5%	-1.3%	?	3.4%	14.1	3.5%
55	COC(=O)CC1=NN(c2ccc(OC)cc2)C(=O)/C1=C\c1ccc(Cl)cc1	?	-2.8%	?	0.2%	77.7	-24.8%
56	COC(=O)c1c(-c2ccccc2OC)sc2ccc(OC)cc12	2.6%	4.9%	?	nt	-25.4	-5.2%
57	O=C(C1CCCN(Cc2ccncc2)C1)N1CCc2ccccc2C1 (stereo not given)	-1.8%	6.6%	-5.1%	?	nt	3.2%
58	Cc1ccc(CC(=O)NCCCn2ccnc2)cc1	-24.8%	-9.5%	20.3%	3.1%	-31.3	4.4%
59	Cc1cc(C(=O)N/N=C/c2cccn2C)no1	-5.1%	2.3%	6.1%	-0.9%	-28.1	0.1%
60	CCOC(=O)c1cc(-c2ccco2)nc2c1c(C)nn2-c1ccccc1	-7.2%	8.6%	-6.6%	-0.6%	11.9	8.91µM*
61	COc1ccc(N=C2SC(C(=O)Nc3ccc(F)cc3)CC(=O)N2C)cc1 (stereo not given)	-12.2%	4.5%	?	-12.6%	-1.5	-2.0%
